# PLCg1 inh: inhibitors of human phospholipase C gamma1 | P19174 | purified PLC-gamma1, fluorogenic substrate, fluorescence | inhibition, % at 12.2 µM | hit rate 0.84% among 370,000 | AID 720700; in the data active = inhibition above about 9.5%
# hcDAF12 agonist: activates DAF-12 receptor from parasite H. contortus; HEK293 hcDAF-12 lit1-tk-luc reporter, luminescence; 0% DMSO, 100% Δ7-dafachronic acid; activation, % at 6.8 µM; hit rate 1.4% among 370,000; AID 652067;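 active = activation above the mean of all tested compounds plus 3 SD, cut at about 5.5% in these data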;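 also: 100% = response to 3 µM Δ7-dafachronic acid high control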
# FXN GAA850 act: increases GAA850 frataxin promoter reporter activity. HEK293 lucGAA850 FXN promoter luciferase reporter, 24 h; percent of 10 µM SAHA response. activation, % at 6 µM. hit rate 0.56% among 360,000;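 active = activation above the average of all compounds screened plus 3 SD, cutoff fixed separately per campaign, cut at about 7.5% in these data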;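 also: 0% = DMSO wells and 100% = 10 µM SAHA wells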
# DAX1 inh-1: inhibitors of DAX1 repression of SF-1 activated StAR promoter; HEK293T StAR-luciferase reporter, SF-1/DAX-1 repression relief; hit rate 1.1% among 370,000; inhibition, % at 6.8 µM; AID 652010;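 active = inhibition above the mean over all tested compounds plus 3 SD, cut at about 3.6% in these data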;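 also: 0% = DAX-1 cells with DMSO and 100% = cells lacking DAX-1 with DMSO; higher inhibition means more luminescence from relief of DAX-1 repression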
# ssDAF-12 act: activators of S. stercoralis DAF-12 nuclear receptor | AID 652126 | hit rate 1% among 370,000 | activation, % at 6.8 µM | HEK293 ssDAF-12/GRIP1 lit1-tk-luc reporter, luminescence; % of 3 µM dafachronic acid response;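 active = activation above the mean over all tested compounds plus 3 SD, cut at about 0.9% in these data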;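 also: 0% = DMSO-only wells and 100% = 3 µM delta7-dafachronic acid wells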
# hgDAF12 agonist: hgDAF-12 agonism, primary luciferase screen; activation, % at 6.8 µM; HEK293 GAL4-hgDAF12 UAS-luciferase reporter, agonist luminescence; normalized to butyrate control; AID 687014; hit rate 1.8% among 370,000;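 active = activation above a cutoff set at the mean of all screened compounds plus 3 SD, cut at about 10% in these data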;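 also: 0% = DMSO wells and 100% = sodium butyrate wells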
# sPLA2-III inh: Inhibits HGIII-sPLA2 liposome hydrolysis, primary screen; Q9NZ20; QFRET BODIPY PC-A2 liposome hydrolysis, fluorescence; inhibition, % at 12.2 µM; hit rate 0.56% among 370,000;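 active = inhibition above mean plus 3 SD of compounds lying within the high and low control bounds, cut at about 19% in these data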;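 also: 0% = median of test compound wells and 100% = no enzyme DMSO wells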
# ADAM10 inh: inhibitors of human ADAM10. O14672. recombinant ADAM10, EDANS/DABCYL FRET peptide cleavage, 3 h. inhibition, % at 7 µM. hit rate 0.62% among 370,000. AID 720582;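 active = inhibition above a per-campaign cutoff equal to the mean of compounds falling between control-based bounds plus 3 SD, cut at about 20% in these data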;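 also: 0% = DMSO wells while the 100% control is not disclosed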
# ADAM17 inh: inhibitors of human ADAM17; hit rate 0.83% among 370,000; inhibition, % at 6.95 µM; recombinant ADAM17, EDANS/DABCYL FRET peptide cleavage;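 active = inhibition above the mean of compounds lying between control limits plus 3 SD, set per campaign, cut at about 8.5% in these data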;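 also: 0% = DMSO-only wells as the low control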
# DAX1 inh-2: NR0B1 (DAX1) inhibition; HEK293 Gal4-DAX1 luciferase reporter, luminescence; inhibition, % at 6.75 µM; hit rate 0.99% among 340,000; AID 504766;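 active = inhibition above the mean over all tested compounds plus 3 SD, cut at about 4.2% in these data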;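 also: 0% = DAX1-transfected cells with DMSO and 100% = empty-vector control cells with DMSO; inhibition shows as a rise in luminescence from relieved DAX1 repression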
# PLCb3 inh: blocks human PLC-beta3 enzyme activity | Q01970 | Purified PLC-beta3, fluorogenic substrate, fluorescence | inhibition, % at 12.2 µM | hit rate 0.18% among 370,000 | AID 720704; in the data active = inhibition above about 11%;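 also: 0% = median of compound wells on plate and 100% = full blocker control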
# Target sequence (Q01970 whole entry, looked up): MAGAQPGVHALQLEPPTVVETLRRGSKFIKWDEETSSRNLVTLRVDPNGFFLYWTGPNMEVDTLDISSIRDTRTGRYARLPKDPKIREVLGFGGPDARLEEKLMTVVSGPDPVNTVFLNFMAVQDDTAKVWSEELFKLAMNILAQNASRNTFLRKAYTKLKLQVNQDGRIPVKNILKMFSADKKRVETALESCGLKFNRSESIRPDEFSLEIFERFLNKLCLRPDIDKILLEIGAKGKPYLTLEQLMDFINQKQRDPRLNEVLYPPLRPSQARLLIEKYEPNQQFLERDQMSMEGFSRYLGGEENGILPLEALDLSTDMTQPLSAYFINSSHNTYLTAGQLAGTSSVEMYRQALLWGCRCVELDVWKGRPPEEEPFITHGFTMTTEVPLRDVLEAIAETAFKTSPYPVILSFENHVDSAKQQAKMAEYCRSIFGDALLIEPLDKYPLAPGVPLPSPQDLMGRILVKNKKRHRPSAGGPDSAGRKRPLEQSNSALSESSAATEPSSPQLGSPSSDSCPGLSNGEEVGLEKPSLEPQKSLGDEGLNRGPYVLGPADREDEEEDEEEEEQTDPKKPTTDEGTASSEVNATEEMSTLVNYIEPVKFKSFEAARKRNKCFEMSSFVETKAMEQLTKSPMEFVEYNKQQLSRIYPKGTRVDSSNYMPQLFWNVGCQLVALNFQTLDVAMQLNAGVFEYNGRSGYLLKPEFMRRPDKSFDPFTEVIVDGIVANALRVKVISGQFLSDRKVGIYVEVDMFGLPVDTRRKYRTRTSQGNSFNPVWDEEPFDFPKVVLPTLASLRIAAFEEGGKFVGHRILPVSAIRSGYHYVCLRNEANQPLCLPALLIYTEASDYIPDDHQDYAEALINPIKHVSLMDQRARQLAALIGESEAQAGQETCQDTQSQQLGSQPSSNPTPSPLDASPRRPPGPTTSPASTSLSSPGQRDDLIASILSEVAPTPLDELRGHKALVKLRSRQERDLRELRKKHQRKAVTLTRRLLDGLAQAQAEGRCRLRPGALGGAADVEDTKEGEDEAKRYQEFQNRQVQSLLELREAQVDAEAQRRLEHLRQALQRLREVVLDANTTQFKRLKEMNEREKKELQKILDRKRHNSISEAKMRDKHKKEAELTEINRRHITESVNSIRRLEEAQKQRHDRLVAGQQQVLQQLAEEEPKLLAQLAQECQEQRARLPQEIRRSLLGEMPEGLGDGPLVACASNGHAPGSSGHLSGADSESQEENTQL
# * = called active by the depositor; i = inactive; · = no result given.
smiles	PLCg1 inh	hcDAF12 agonist	FXN GAA850 act	DAX1 inh-1	ssDAF-12 act	hgDAF12 agonist	sPLA2-III inh	ADAM10 inh	ADAM17 inh	DAX1 inh-2	PLCb3 inh
CCCC(CCC)=NNC(=O)CN(Cc1ccccc1)S(=O)(=O)c1ccccc1	4	-0.3	-0.3	-0.1	-1.1	-0.6	-16	8	4	0.1	1
CCN(CC)CCNC(=O)c1cn(CC)c2ccc(S(=O)(=O)N(C)C)cc2c1=O	2	-0.9	-1.5	0.0	-0.8	0.1	14	-24	-2	3.3	-1
CC1(c2nc3ccccc3[nH]2)CCC(=O)N1C1CC1 (centres undefined)	5	-0.2	·	-0.5	-1.4	2.0	-5	-3	6	·	4
C=CCN(CC=C)CCOc1ccccc1[N+](=O)[O-]	2	-0.7	3.0	0.3	-1.4	-3.7	4	1	-2	-0.6	1
CCc1[nH]nc(C(=O)N2CCCC(Nc3cccc(F)c3)C2)c1C (centres undefined)	1	-2.0	-2.2	-1.1	-1.1	-4.0	3	-4	-7	2.2	-6
O=C(CCCN1C(=O)/C(=C\c2cccs2)SC1=S)Nc1cccc(C(=O)O)c1	0	-0.2	-1.5	0.2	-1.2	0.3	0	-1	-2	0.2	1
COc1ccc(CNC(=O)O[C@H]2CC[C@@]34CCCN3C(=O)CCC[C@H]4C2)cc1OC	2	-1.9	·	·	-0.4	-0.9	5	1	0	·	2
COc1ccccc1N1CC(C(=O)NCCC2=CCCCC2)CC1=O (centres undefined)	4	0.0	1.3	0.3	-0.6	-1.4	8	-15	-9	0.4	-3
CC(C)[C@H]1Cn2nncc2Cn2c3ccccc3c(=O)n21	-10	-1.0	·	-0.2	-0.4	-0.7	9	-130	-37	·	-16
COc1cccc(CNC(=O)c2cc3ccccn3n2)c1	-2	-0.7	1.3	0.5	-0.5	5.7	3	-14	-4	0.3	2
Cc1cc(N2CCOCC2)nc(N2CCOCC2)n1	4	0.2	0.4	0.6	-1.9	0.3	0	10	5	1.8	5
Cc1cc2c(ncn2C(C)C)c(N)c1C	1	-0.3	-2.0	0.4	-1.0	-1.9	4	-3	-2	-0.1	2
Cc1ccc(S(=O)(=O)N2CCCC2c2nc3ccccc3s2)cc1 (centres undefined)	8	-2.5	0.9	-0.4	-1.0	0.8	-4	4	1	-1.0	1
Cc1noc(C)c1C(=O)OCC(=O)NCCc1ccc(Cl)cc1	0	0.2	2.4	0.7	-1.4	2.1	-7	5	1	-0.3	4
COCCN(C(=O)COC(=O)/C=C/c1ccc2ccccc2n1)c1c(N)n(Cc2ccccc2)c(=O)[nH]c1=O	-5	-2.0	-3.0	-0.1	-1.0	0.9	0	-28	-3	0.0	-11

# The results go on.
smiles	PLCg1 inh	hcDAF12 agonist	FXN GAA850 act	DAX1 inh-1	ssDAF-12 act	hgDAF12 agonist	sPLA2-III inh	ADAM10 inh	ADAM17 inh	DAX1 inh-2	PLCb3 inh
Cc1noc(C)c1S(=O)(=O)Nc1ccc2c(c1)C(=O)N([C@@H](C)CO)C[C@H](C)[C@@H](CN(C)Cc1ccc(C(F)(F)F)cc1)OCCCC[C@H](C)O2	2	1.1	-3.2	-0.2	-0.7	-0.8	-34	12	7	-0.3	4
CC(=O)NS(=O)(=O)c1ccc(N=NN2CCCCC2)cc1	2	3.4	-0.7	0.8	-0.8	-0.8	6	2	-1	-1.1	2
CCOC(=O)Cn1cc(CN2CCS(=O)(=O)N(Cc3ccc(OC)cc3)C(C(=O)OC)C2)nn1 (centres undefined)	-1	-1.7	·	-0.1	-0.9	-0.5	3	-9	-3	·	0
Cn1nc(C(=O)O)c(=O)n(C)c1=O	3	2.3	-0.2	0.1	-0.8	0.6	11	-16	-6	-0.6	-2
CCCS(=O)(=O)N1CCc2ccc(NC(=O)C3CCCO3)cc2C1 (centres undefined)	1	-1.1	0.6	-1.5	-0.9	1.7	0	-9	0	-0.6	-2
CCN(C(=O)COC(=O)C1CCN(S(=O)(=O)c2ccc(C)c(C)c2)CC1)C1CCS(=O)(=O)C1 (centres undefined)	3	-1.7	0.1	1.7	-1.4	0.4	8	0	-3	-0.3	-2
COc1ccc(C(=O)Nc2ccc(S(=O)(=O)N3CCCCC3)cc2)cc1OC	-1	-0.9	0.5	-0.7	-1.0	-1.0	-19	0	-2	-0.6	-1
O=C(CN1CCCCCC1)Nc1cccc2c1OCO2	3	-1.0	2.2	0.5	-1.8	1.3	2	-4	-1	-1.1	8
O=C(CNC(=O)c1cccs1)N/N=C/c1ccccc1[N+](=O)[O-]	-1	1.6	3.5	0.4	-0.2	1.6	11	-4	0	-0.6	-8
COc1cccc(/C=C/C(=O)OCC(=O)NCCC2=CCCCC2)c1OC	-16	-0.8	-0.9	-1.6	-0.9	0.5	2	-14	-4	-0.8	-27
COc1ccc(/C=N/NC(=O)CSCC(=O)Nc2ccccc2)cc1OC	1	-2.1	1.3	0.9	-1.3	-0.2	0	2	-1	0.6	3
COc1ccc(NC(=O)COc2ccc3oc(=O)cc(C)c3c2)cc1	-1	-1.7	1.3	-0.6	-1.3	-1.0	4	-18	-5	-1.3	-9
CC(C)(C)N1C(=O)c2ccccc2NC(=O)C1C(=O)NCCc1ccccc1F (centres undefined)	-3	-1.8	·	-0.8	0.1	6.0	10	-33	-11	·	-12
COc1ccc2c(c1)[nH]c1c(=O)n(/N=C/C3C(C)C=C(C)CC3C)c(=O)[nH]c12 (centres undefined)	1	-0.9	-1.7	0.1	-1.2	0.0	1	-43	-14	3.2	0
COCCOC(=O)/C(=C\c1cc(C(C)(C)C)c(O)c(C(C)(C)C)c1)C(C)=O	1	-1.7	2.1	-0.7	-1.8	1.4	12	-2	-2	0.2	-6

# More results follow.
smiles	PLCg1 inh	hcDAF12 agonist	FXN GAA850 act	DAX1 inh-1	ssDAF-12 act	hgDAF12 agonist	sPLA2-III inh	ADAM10 inh	ADAM17 inh	DAX1 inh-2	PLCb3 inh
O=C(CCN1C(=O)c2ccccc2S1(=O)=O)Nc1ccccc1	-1	-1.2	-0.2	0.0	-1.5	0.1	0	7	-3	0.1	-1
Cc1ccc(C)n1C1CCS(=O)(=O)C1 (centres undefined)	-9	-0.2	2.5	-0.1	-0.8	4.6	-6	-9	-7	2.5	-9
CCCCNC(=O)c1onc(CSc2ccncc2)c1C(=O)NCCCC	1	0.1	-2.0	0.3	-1.3	0.4	3	4	-1	-1.1	4
CCOC(=O)[C@]12CCCC=C1N(CCC1=CCCCC1)C(=O)[C@H](CC(=O)N1CCOCC1)C2	2	-2.5	·	-0.4	-0.9	0.2	6	0	-6	·	0
CCOc1ccc(NC(=O)CN(C)C(=O)c2ccc(OCC(=O)N3CCOCC3)c(OC)c2)cc1OCC	-3	-0.7	1.5	0.5	-0.9	-1.5	14	-2	-8	0.7	-10
COC(=O)c1ccc(Oc2c(Cl)cccc2[N+](=O)[O-])cc1	5	-1.6	0.6	-0.2	-1.5	-1.3	3	8	4	-0.8	1
CCc1cccc2sc(NC(=O)c3ccc(N4C(=O)CCC4=O)cc3)nc12	2	0.1	-0.9	-2.1	-1.4	2.4	7	-14	-4	0.0	-2
CC(O)/C=C/c1cccc[n+]1C (centres undefined)	0	1.9	2.2	-0.8	-0.7	-0.5	2	-5	-2	0.8	3
S=C(Nc1ccc(Oc2ccccc2)cc1)N1CCN(c2ccccn2)CC1	0	1.6	3.0	-0.3	-1.6	-3.7	5	22*	5	0.3	2
CC1CCCCN1CCCNC(=O)CN1C(=O)c2cccnc2Oc2ccccc21 (centres undefined)	4	0.7	1.1	0.3	-1.9	-0.1	0	0	2	0.1	-3
Cc1ccnc(NC(=O)CCC(=O)c2cccs2)c1	-7	2.2	-5.6	4.0*	-0.5	1.2	14	-14	-1	-4.7	-11
COc1ccc(-c2cn3ccccc3n2)cc1OC	-217	13*	7.9*	1.6	3.1*	11*	4	i	-302	2.3	-309
O=C(Nc1ccc(-n2cccn2)cc1)C1CCCCN1Cc1cccc2cccnc12 (centres undefined)	-3	3.8	2.8	0.5	-0.3	1.5	12	-3	2	0.6	-9
O=C(c1cccc(S(=O)(=O)Nc2ccc(F)cc2)c1)N1CCCC1	-2	0.1	-0.9	0.1	-1.3	0.8	-2	-5	-6	-0.2	-8
C=CCNC(=O)c1oc2ccc(S(=O)(=O)N3CCCCC3)cc2c1C	-1	-1.3	0.3	-0.4	-1.1	-1.6	6	5	-6	0.8	-8

# Continuation:
smiles	PLCg1 inh	hcDAF12 agonist	FXN GAA850 act	DAX1 inh-1	ssDAF-12 act	hgDAF12 agonist	sPLA2-III inh	ADAM10 inh	ADAM17 inh	DAX1 inh-2	PLCb3 inh
COC(=O)[C@]1(CC(C)C)N[C@H](c2ccc(SC3CCCCC3)cc2)[C@@H]2C(=O)N(C)C(=O)[C@@H]21	-1	-2.4	-0.3	-0.5	-0.5	0.5	-1	1	-3	1.2	1
Cc1ccc(S(=O)(=O)NCc2ccc(C(=O)NCCN(Cc3ccccc3)C(C)C)cc2)cc1	-1	-1.1	2.6	-1.2	-1.9	-1.2	-35	0	-1	-2.6	2
C=CCNC(=O)CN1CCC(O)(c2ccc(F)cc2)CC1	4	-0.4	2.6	0.4	-1.0	-2.1	3	10	-2	-0.7	4
Cc1ccc(C(=O)CN2C(=O)NC3(CCOc4ccccc43)C2=O)s1 (centres undefined)	0	3.4	-2.4	-0.3	0.1	-2.0	1	-12	-1	-1.3	-10
C=CCn1c(SCC(=O)Nc2ccc(-c3nc4ccc(C)cc4s3)cc2)nnc1-c1ccccc1	-59	7.2*	-0.3	4.5*	0.1	18*	-1	i	-142	1.5	-77
O=[N+]([O-])c1ccc(Sc2n[nH]c(-c3ccncc3)n2)nc1	-2	-1.6	0.7	-0.5	-2.0	-2.6	7	-9	-4	1.1	-6
CC1(Cc2cccc(F)c2)C(=O)Nc2ccc(OC(F)(F)F)cc21 (centres undefined)	0	0.0	3.3	-0.3	-1.5	3.9	-1	10	4	·	-2
Cc1cccc(CCN2C(N(C)C)=NC[C@@H]2C)c1	2	-1.7	-0.5	-0.5	-0.8	0.3	4	1	-1	2.5	3
O=P(COCCO)(c1ccccc1)c1ccccc1	-4	0.8	0.1	-0.4	-1.5	-1.6	0	-5	-4	-0.2	-3
CC(C)(C)NC(=O)CN(Cc1cccs1)C(=O)CNS(=O)(=O)c1ccccc1	2	-0.3	-1.9	-0.2	-1.0	-1.3	-2	1	0	-0.3	2
Cc1c(N2C(=O)C(=O)/C(=C(/O)c3ccc(Cl)cc3)C2c2ccccc2)c(=O)n(-c2ccccc2)n1C (centres undefined)	-2	-0.4	0.3	0.7	-0.6	-0.3	1	2	-2	-0.7	1
COc1ccc(Nc2ncc(F)c(N3CCOCC3)n2)cc1	0	5.1	4.1	4.8*	-0.6	19*	2	3	-2	-1.2	-3
CN1CCN(C2=Nc3c(Cl)cc(Cl)c4cccc2c34)CC1	-46	-1.5	1.7	-0.7	-1.9	-4.1	-13	2	0	-1.9	-53
